Screens from PubChem BioAssay.
CHO-K1 Ca PAM – nonselective calcium activators in parental CHO-K1 cells, primary screen, counter-screen for M1 PAM project, cell-based, Fluo-8 calcium fluorescence, full deck, 1536-well; ATP EC20; 0% at ATP EC20, 100% at ATP max; activation, % at 3 µM; actives 0.02% (n = 360,000); AID 602247, 2012;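 active means activation above the run cutoff, the mean activation of all test compounds plus 3 SD, cut at about 40% in these data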;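 further: peak over basal fluorescence ratio in a 140 s read after ATP addition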
CHO-K1 Ca ag – counter-screen for M1 agonists: effect in parental CHO-K1 cells; Fluo-8 calcium fluorescence; scaled to maximal ATP response, vehicle zero; activation, % at 3 µM; actives 0.48% (n = 360,000); in the data active means activation above about 15%;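 further: untransfected CHO-K1 host cells lacking M1 receptor as counterscreen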
TAAR1 ag – human TAAR1 agonists, primary screen, Fluo-8 calcium fluorescence, CHO RD-HGA16 cells; Trace amine-associated receptor 1 (Homo sapiens), Q96RJ0; vehicle wells 0%, saturating PEA agonist 100%; activation, % at 3 µM; actives 0.99% (n = 360,000); AID 624467, 2012;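 active means activation above the mean activation of all test compounds in the run plus 3 SD, cut at about 38% in these data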
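Signal – calcium-sensitive Fluo-8 signal, excitation 470-495, emission 515-575 nm · System – RD-HGA16 (CHO) cells co-expressing Gα16 and hTAAR1 · Incubation – 17-24 h seeding, 75 min 37 °C dye, 30 min RT · Compound dosing – 3 µM single concentration · Repeats – no replicates (n 1)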
M1 ag – human M1 muscarinic receptor agonists, primary screen, Fluo-8 calcium fluorescence, CHO-K1 cells, HTS. Muscarinic acetylcholine receptor M1 (Homo sapiens), P11229. CHO-K1 hM1, agonist mode; 0% DMSO, 100% acetylcholine EC100. activation, % at 3 µM. actives 0.33% (n = 360,000);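 active means activation above the run's mean compound activation plus 3 SD, cut at about 16% in these data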;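 further: peak over basal fluorescence ratio within a 140 s kinetic read after compound addition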
Target sequence (P11229 whole entry, looked up): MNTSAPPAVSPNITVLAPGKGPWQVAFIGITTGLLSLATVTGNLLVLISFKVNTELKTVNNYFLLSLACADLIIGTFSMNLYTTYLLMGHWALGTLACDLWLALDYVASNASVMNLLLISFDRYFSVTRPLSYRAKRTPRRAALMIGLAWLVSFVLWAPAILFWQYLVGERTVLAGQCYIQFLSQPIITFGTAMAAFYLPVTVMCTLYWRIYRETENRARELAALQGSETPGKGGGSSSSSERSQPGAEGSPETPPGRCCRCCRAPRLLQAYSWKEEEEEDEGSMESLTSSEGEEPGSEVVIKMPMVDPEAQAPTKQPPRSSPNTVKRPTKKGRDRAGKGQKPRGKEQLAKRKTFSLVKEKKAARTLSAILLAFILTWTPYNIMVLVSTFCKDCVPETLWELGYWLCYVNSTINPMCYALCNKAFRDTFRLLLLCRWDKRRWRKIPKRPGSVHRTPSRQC
CHO-K1 Ca antag – nonselective inhibitor or artifact in parental CHO-K1 cells | actives 0.6% (n = 360,000) | ATP-induced calcium, Fluo-8 fluorescence | inhibition, % at 3 µM;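 active means inhibition above a per-plate cutoff, the plate's mean sample inhibition plus 3 SD, cut at about 24% in these data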;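 further: 0% = DMSO plus EC80 ATP and 100% = DMSO alone without ATP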
CHRM1 antagonist – human M1 muscarinic receptor antagonists, primary screen, CHO-K1 cells, Fluo-8 calcium fluorescence, 1536-well | Muscarinic acetylcholine receptor M1 (Homo sapiens), P11229 | CHO-K1 hM1, ACh EC80 antagonist | inhibition, % at 3 µM | actives 1.3% (n = 360,000) | AID 588852, 2011;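 active means percent inhibition above its own plate's cutoff, namely the mean of that plate's compound wells plus 3 SD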;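 further: peak over basal fluorescence ratio during 140 s after agonist addition; 0% = ACh EC80 plus DMSO and 100% = DMSO alone without agonist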
OXTR potentiate – human OXTR potentiators, primary screen, fluorescence, CHO-OTR cells, Fluo-8 calcium; Fluo-8 calcium fluorescence, potentiator mode; 0% = oxytocin EC15, 100% = EC100; activation, % at 3 µM; Oxytocin receptor (Homo sapiens), P30559; AID 2445, 2010; actives 0.061% (n = 320,000);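 active means activation above that plate's cutoff, the mean activation of tested compounds plus 3 SD, cut at about 6.6% in these data, passing the limit was not always enough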;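 further: 100% uses oxytocin at 75 nM as the full agonist control; some results filed as inactive read as strong as hits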
Target sequence (P30559 whole entry, looked up): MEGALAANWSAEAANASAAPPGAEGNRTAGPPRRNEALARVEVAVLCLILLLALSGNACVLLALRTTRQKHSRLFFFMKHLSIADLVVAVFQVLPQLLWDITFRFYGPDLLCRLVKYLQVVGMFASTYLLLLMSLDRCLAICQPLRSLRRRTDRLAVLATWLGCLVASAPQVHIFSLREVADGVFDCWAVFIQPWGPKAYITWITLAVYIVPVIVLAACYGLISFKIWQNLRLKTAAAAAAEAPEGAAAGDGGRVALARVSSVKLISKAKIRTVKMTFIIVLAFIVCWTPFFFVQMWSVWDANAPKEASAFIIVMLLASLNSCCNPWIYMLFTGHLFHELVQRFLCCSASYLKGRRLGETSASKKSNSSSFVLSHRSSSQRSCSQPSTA
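Measured by – Fluo-8 calcium dye fluorescence · Test system – human OTR in CHO cells · Dosing – one concentration, 3.0 µM compound · Controls – EC15 oxytocin alone as 0%, 75 nM oxytocin as 100% · Evaluation – normalized max/min fluorescence ratio, % activation · Timing – 6 min pre-incubation, 100 s read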
CHO parental Ca – ATP-evoked calcium signal inhibitors, parental CHO, primary screen, counter-screen for OX1R antagonist project, cell-based, fluorescence, Fluo-8 calcium dye; parental CHO-K1, ATP-induced calcium, Fluo-8 fluorescence; inhibition, % at 5.6 µM; actives 0.63% (n = 330,000);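 active means inhibition above that plate's mean sample inhibition plus 3 SD, cut at about 26% in these data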;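 further: 0% = ATP-challenged DMSO wells and 100% = DMSO wells without ATP; some compounds past the cut are filed as inactive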
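Test system: untransfected parental CHO cell line. Compound: one dose, 5.6 µM nominal. Detection: intracellular calcium via Fluo-8 no-wash fluorescent dye. Measure: % inhibition. Benchmarks: ATP-challenged DMSO wells low, unchallenged DMSO wells high.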
TAAR1 antagonist – human TAAR1 antagonists, primary screen, Fluo-8 calcium fluorescence, CHO RD-HGA16 cells; Trace amine-associated receptor 1 (Homo sapiens), Q96RJ0; antagonist; inhibition, % at 3 µM; actives 1.5% (n = 360,000); AID 624466, 2012;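 active means inhibition above a per-plate cutoff, the mean inhibition of test compounds on that plate plus 3 SD, cut at about 49% in these data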;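 further: 0% = DMSO plus EC80 beta-PEA response and 100% = DMSO alone without agonist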
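Test system – hTAAR1-expressing CHO RD-HGA16 cells, Gα16-coupled · Also added – β-PEA at EC80 concentration, post-compound challenge · Compound – 3 µM, single point · Incubation – dye loading 75 min at 37 °C, then 30 min room temperature · Measured by – Fluo-8 intracellular calcium dye fluorescence, real-time kinetic reads · Benchmarks – vehicle and agonist controls · Replicates – singlicate, one well per test compound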
* = called active by the depositor; / = no result given. Rows were taken by chance; any-hit rate near 4.2%.

Results follow in this order: CHO-K1 Ca PAM | CHO-K1 Ca ag | TAAR1 ag | M1 ag | CHO-K1 Ca antag | CHRM1 antagonist | OXTR potentiate | CHO parental Ca | TAAR1 antagonist
> Cc1ccc(C)c(S(=O)(=O)N2CCN(c3nc(-c4cccnc4)nc4ccccc34)CC2)c1
 : 5 | 3.9 | 5 | -4 | -14 | 27* | -4 | -39 | 61*
> COc1ccccc1C(=O)NCCOc1ccc(C)c(C)c1
 : 4 | 0.6 | 13 | -1 | -4 | -23 | / | / | -14
> COc1ccc(Br)cc1S(=O)(=O)n1ccnc1
 : 7 | 0.4 | 3 | 0 | 8 | -7 | 0 | -2 | -5
> Cc1cnc(C(=O)Nc2ccc(N3CCN(C(=O)OC(C)(C)C)CC3)cc2)cn1
 : 19 | 2.1 | 4 | -2 | -9 | 1 | -14 | -4 | -5
> Fc1ccc(CSc2ccc3nnc(-c4ccccn4)n3n2)cc1
 : 0 | 1.6 | 3 | -1 | -1 | 5 | 0 | -15 | -1
> O=C(COc1ccc(Cl)cc1)Nc1ccc(C(=O)O)cc1NC(=O)COc1ccc(Cl)cc1
 : 5 | 0.9 | 0 | -1 | -7 | -13 | 9 | -2 | -27
> CSc1nc2c(c(=O)[nH]1)C(c1ccncc1)C(C(=O)OC(C)C)=C(C)N2 (stereo not given)
 : 21 | 0.2 | 2 | -2 | -12 | -9 | -12 | -20 | 2
> CN(C)CC(=O)N1c2ccccc2CCc2ccc(NC(=O)c3ccc(N)cc3)cc21
 : 18 | 0.4 | 7 | -6 | -11 | -12 | -1 | -8 | -1
> Cn1ccc2c(N3CCCCCC3)cc3c(c21)C1CCC3C1 (stereo not given)
 : 13 | 0.8 | 4 | -11 | 6 | 0 | / | / | -27
> O=C(CCn1c(SCC(=O)NCc2ccco2)nc2ccccc2c1=O)NCCc1ccccc1
 : 16 | 3.4 | 9 | -3 | -5 | -3 | 0 | -1 | 10

The list goes on; the last 2 above are carried over.
Results follow in this order: CHO-K1 Ca PAM | CHO-K1 Ca ag | TAAR1 ag | M1 ag | CHO-K1 Ca antag | CHRM1 antagonist | OXTR potentiate | CHO parental Ca | TAAR1 antagonist
> Cn1ccc2c(N3CCCCCC3)cc3c(c21)C1CCC3C1 (stereo not given)
 : 13 | 0.8 | 4 | -11 | 6 | 0 | / | / | -27
> O=C(CCn1c(SCC(=O)NCc2ccco2)nc2ccccc2c1=O)NCCc1ccccc1
 : 16 | 3.4 | 9 | -3 | -5 | -3 | 0 | -1 | 10
> CC1CCC(NC(=O)c2cc3c(s2)CS(=O)(=O)C3)CC1 (stereo not given)
 : -11 | 0.0 | 5 | -5 | -3 | -19 | / | / | 7
> COc1cccc2sc(N(C)c3ccccc3)nc12
 : 15 | 0.6 | 4 | -3 | -8 | -2 | -13 | -16 | -6
> NS(=O)(=O)c1ccc(CNC(=O)/C=C/c2c(F)cccc2Cl)cc1
 : 5 | 0.1 | 4 | -10 | 3 | -2 | -4 | 0 | -7
> CCNS(=O)(=O)c1ccc(CCC(=O)N2CCN(c3ccc(OC)cc3)CC2)cc1
 : 5 | 2.7 | -2 | -3 | -13 | -5 | -2 | -11 | 8
> COc1cccc(OC)c1C(=O)NC(=S)NCc1ccco1
 : -6 | -0.5 | 8 | -1 | 13 | -8 | 0 | -20 | 4
> CCOC(=O)c1ccccc1NC(=O)COc1cc(=O)n(CC)c2ccccc12
 : 13 | 0.6 | 22 | -1 | 6 | 5 | -13 | -31 | 7
> CCCC(C)NC(=O)COC(=O)c1ccc(Cl)c(S(N)(=O)=O)c1 (stereo not given)
 : 2 | -0.1 | 1 | -2 | 10 | 6 | -14 | 6 | -19
> O=Cc1cccnc1SCc1ccccc1
 : 12 | -0.1 | 7 | -1 | -10 | -19 | 4 | 5 | -2
> Cc1nc2cc(-c3sccc3-n3cccc3)nn2c(C)c1C
 : -5 | -0.6 | 0 | -6 | 3 | 4 | -1 | -21 | -5
> CC(=O)N/N=C(\C)CC(=O)NC(C)(C)C
 : -9 | 8.0 | 1 | -5 | 7 | 4 | -1 | -4 | 2
> O=C1C=C(c2ccc(Oc3ccccc3)cc2)C[C@@H](c2ccc(F)cc2)C1
 : 1 | -0.1 | 2 | -4 | -2 | 11 | -4 | -20 | 27
> O=C1NC[C@H](CC2CCCCC2)N(CCC23CC4CC(CC(C4)C2)C3)C1=O
 : -15 | 0.2 | 11 | / | 6 | / | / | / | 6
> N#Cc1nc(Cc2cccc3ccccc23)oc1NCc1ccco1
 : 14 | 1.0 | 0 | -6 | -7 | 0 | 1 | -15 | 17
> CN(C(=O)c1ccc(OC2CCN(CCc3ccccc3)CC2)cc1)C1CCOCC1
 : 20 | 1.4 | 1 | -7 | -5 | 4 | -1 | -25 | -4
> CCOC(=O)c1[nH]c2c(c1-c1ccccc1)C(=O)CC(c1ccccc1)C2 (stereo not given)
 : 18 | 0.2 | -2 | 9 | -8 | 2 | -6 | 0 | -33
> Cc1cc(C)nc(Nc2nc(C(N)c3ccccc3)cs2)n1 (stereo not given)
 : 15 | 1.8 | 7 | 1 | -8 | -11 | / | / | 3
> COCCNc1nnc(SCC(=O)NNC(=O)c2ccccc2)s1
 : 21 | 0.2 | 4 | -7 | -13 | -10 | -8 | -5 | 9
> Cc1ccc(-n2cnnn2)c2cccnc12
 : 13 | -0.3 | 8 | 1 | -21 | -4 | 0 | 0 | 4
> CC1CN(C(=O)c2ccn(C)n2)CC(C)O1 (stereo not given)
 : 3 | -0.1 | -1 | -3 | 3 | 11 | -1 | 2 | 3
> CCCCN(CC)C(=O)CN(C)S(=O)(=O)c1cccc2nsnc12
 : 15 | 0.3 | 13 | 3 | -6 | -14 | -8 | -4 | -4
> CN(C)CCCNC(=O)C(=O)Nc1cc2c3c(c1)CC(=O)N3CCC2
 : 8 | 0.4 | 1 | -5 | -6 | -2 | 0 | -7 | -5
> Cc1ccc2oc(=O)c3cnn(CC(=O)NCCCOC(C)C)c3c2c1
 : 1 | 0.6 | 0 | -3 | 2 | -10 | -1 | 8 | -16
> O=C(COC(=O)c1ccc(O)cc1)Nc1ncc(Cl)cc1Cl
 : 6 | 5.3 | 20 | 6 | -11 | -4 | -12 | -6 | -11
> O=C(NN1C(=O)C2C(c3ccccc3)C=CC(c3ccccc3)C2C1=O)c1ccccc1 (stereo not given)
 : 28 | 4.7 | 70* | -11 | -11 | 46* | -10 | -1 | 68*
> CC(NC(=O)C1CCCN1S(=O)(=O)c1ccc2c(c1)n(C)c(=O)c(=O)n2C)c1ccccc1 (stereo not given)
 : 16 | 0.1 | 2 | -3 | -12 | -9 | -2 | -9 | -34
> COc1ccc(S(=O)(=O)N2CCN(C)CC2)c(C)c1
 : 7 | -0.3 | 1 | -3 | -8 | -14 | -8 | 1 | -13
> C/C(=N\N=C\c1cccc(F)c1)c1nnn(-c2nonc2N)c1C
 : 8 | 0.9 | 1 | -3 | -6 | -4 | -1 | -3 | 4
> Cc1cc(S(=O)(=O)N(Cc2ccc(F)cc2)CC2CCCO2)ccc1-n1cnnn1 (stereo not given)
 : 11 | 9.6 | -2 | -8 | -21 | -23 | -8 | -13 | 11
> COc1ccc2c(=O)cc(-c3ccccc3F)oc2c1
 : -6 | 2.7 | -1 | -5 | 2 | 1 | -6 | -16 | -2
> Cc1cc(NC(=O)CCC(=O)N(c2cccnc2)C(C(=O)NC2CCCC2)c2ccccc2)no1 (stereo not given)
 : 23 | 0.1 | 0 | -2 | -13 | -22 | -7 | -23 | 6
> COC(=O)C1CCN(C(=O)Nc2ccccc2)CC1
 : 18 | 0.5 | 2 | -1 | -11 | -7 | -11 | 1 | 6
> COc1ccc(C)cc1N(CC(=O)N1CCCCCC1)S(=O)(=O)c1ccc(C)cc1
 : 13 | 5.2 | -1 | 0 | 0 | -3 | 3 | -9 | -28
> S=C(NCc1ccco1)Nc1cccc(Cl)c1
 : -1 | 4.3 | 10 | 1 | 4 | 23 | -8 | 8 | 24
> CCOC(=O)Cc1csc(NC(=O)CN2C(=O)c3ccccc3S2(=O)=O)n1
 : 6 | 1.5 | 7 | 0 | -11 | -10 | 0 | -4 | -18
> COc1cccc(CN=CC2=C(O)CC(C)(C)CC2=O)c1OC
 : -5 | 0.2 | 8 | -8 | -5 | -25 | 0 | -13 | -16
> Cc1cc(CNC[C@H]2O[C@@H](n3cnc4c(N)ncnc43)[C@H](O)[C@@H]2O)no1
 : 16 | 0.7 | 0 | -2 | -4 | -18 | / | / | -16
> O=C(O)/C=C/C(=O)Nc1ccc2nccnc2c1
 : 1 | 0.2 | 1 | -5 | 7 | 3 | -6 | 6 | 9
> COc1ccc(CNC(=O)CN(Cc2ccc(Cl)cc2)C(=O)c2csnn2)cc1
 : 3 | 3.7 | 0 | 2 | -5 | -2 | -12 | -18 | 11
> CSc1nc2nc(C)c(C/C=C/c3ccccc3)c(=O)n2[nH]1
 : 9 | -0.3 | 5 | -1 | -4 | -18 | 2 | -9 | -12
> Cc1cc(NS(=O)(=O)c2ccc(NC(=O)COc3ccccc3[N+](=O)[O-])cc2)no1
 : -10 | 1.9 | 1 | -6 | 0 | 1 | -1 | -9 | -25
> CCN(CC)Cc1oc(CO)cc(=O)c1O
 : -17 | -0.8 | 1 | -3 | 21 | 12 | 0 | -4 | 13
> Cc1ccc[n+](C2C(c3ccc([N+](=O)[O-])cc3)C(C#N)=C([S-])NC2(O)C2CC2)c1 (stereo not given)
 : 18 | 0.0 | 0 | -7 | -9 | 33 | -7 | -17 | -2
> COc1ccc(NC(=S)NNC(=O)c2ccc(S(=O)(=O)N3CCOCC3)cc2)cc1
 : -10 | 0.2 | 8 | -4 | 7 | -8 | -6 | -2 | -2
> CCC(/C=N/NC(=O)C1COc2ccccc2O1)CC (stereo not given)
 : 19 | 0.0 | 3 | -1 | -16 | -17 | -8 | -14 | 1
> O=C(CCn1cnnn1)Nc1ccccc1
 : 17 | 0.8 | 2 | -2 | -18 | -12 | 6 | -9 | 1
